Screening data deposited in PubChem BioAssay by Sanford-Burnham Center for Chemical Genomics.
LMPTP inh: blocks human LMPTP phosphatase; recombinant LMPTP-A, OMFP fluorogenic substrate, fluorescence intensity; inhibition, % at 20 µM; hit rate 0.22% among 360,000; AID 651560;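 active = compounds that cut the enzyme signal by at least half of the control window in the single-dose screen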;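 also: plate controls were DMSO wells with enzyme plus substrate for no effect and substrate without enzyme for full effect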
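Test system: LMPTP-A phosphatase enzyme; input: 0.625 nM LMPTP-A final; reagent: OMFP substrate, 400 µM final; compound dosing: 20 µM single dose, 3% DMSO; incubation: 50 min dark incubation at room temperature; measured by: endpoint fluorescence intensity from OMFP dephosphorylation; measure: % inhibition relative to no-enzyme and uninhibited control wells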
Scp1 inh: blocks human Scp-1 phosphatase activity; Q9GZU7; Recombinant Scp1, phosphopeptide, malachite green phosphate absorbance; inhibition, % at 20 µM; hit rate 0.88% among 340,000; AID 493091;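 active = inhibition above about 50% at 20 µM, limit read from the data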;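 also: plate controls were DMSO wells with enzyme for no effect and wells lacking enzyme for full effect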
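assay system = SCP-1 phosphatase catalytic domain, residues 76-261 | buffer or medium = 50 mM Tris acetate pH 5.5, 0.005% Tween-20, 10 mM MgCl2 | incubation = enzyme reaction 45 min at room temperature, colour 5 min, stabilisation 30 min | signal = Phosphate-binding colour reagent, absorbance read at 630 nm | measure = % inhibition at 20 µM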
NRP1-CendR mod: NRP-1/CendR interaction modulation; O14786; inhibition, % at 25 µM; AID 602438; FAM-RPARPAR peptide binding to NRP-1, fluorescence polarization; hit rate 0.85% among 360,000;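 active = inhibition or corrected inhibition above about 18%, plus a signal ratio from 0.5 to 1.5, limit read from the data, passing the limit was not always enough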; also: strong numbers were not always called active
STEP block: inhibitors of human striatal-enriched phosphatase STEP; recombinant STEP, OMFP fluorogenic substrate, fluorescence; inhibition, % at 20 µM; hit rate 0.25% among 360,000; P54829;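 active = inhibition at 20 µM, scaled per plate between control wells, above about 37%, limit read from the data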;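 also: 0% = DMSO with enzyme and substrate and 100% = substrate only without enzyme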
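Also added – OMFP at 25 µM · Test system – STEP tyrosine phosphatase · Technique – FITC-channel fluorescence of OMFP product · Schedule – 20 min at room temperature, dark · Evaluation – control-normalized % inhibition with plate pattern correction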
MT1-MMP act inh: MT1-MMP (human) activation inhibition. P50281. HT1080 RFP-PRO-GFP cells, GFP/RFP ratio fluorescence, overnight; percent of plate control window, DMSO zero. GFP/RFP ratio change, % at 20 µM. hit rate 0.061% among 360,000. AID 651647;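 active = GFP/RFP ratio change of at least 30% with cell ATP level not reduced by more than half and red fluorescence within 50% of control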; also: strong numbers were not always called active
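Assay system: HT1080 RFP-PRO-GFP cells | Dosing: 20 µM single dose, 1% DMSO | Incubation: Cells overnight before dosing, compound overnight, 37 °C, 5% CO2 | Evaluation: GFP/RFP fluorescence ratio | Control set: DMSO-only wells and HT1080 RFP-L50D-GFP cell wells as references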
SUMO1 PPI mod: modulators of human SUMO1-mediated protein-protein interactions | P63165 | SUMO1 binding to a labelled peptide, TR-FRET, 1 h | inhibition, % at 20 µM | hit rate 0.33% among 360,000; in the data active = inhibition above about 37%
NadD inh: blocks S. aureus nicotinate mononucleotide adenylyltransferase; purified NadD enzyme, colorimetric absorbance read-out; inhibition, % at 20 µM; hit rate 0.78% among 360,000; AID 602399; in the data active = inhibition above about 26%; also: some compounds past the cut are filed as inactive
SKN-1 block: C. elegans SKN-1 inhibition. C. elegans VP596 Pgst-4::GFP/RFP ratio, acrylamide-induced, 24 h. hit rate 0.49% among 360,000. inhibition, % at 21.8 µM. AID 624304;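 active = interference check ratio from 0.5 to 1.5 plus GFP to RFP signal ratio inhibition reaching or exceeding a fixed threshold, cut at about 30% in these data, passing the limit was not always enough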; also: some compounds called inactive have numbers as strong as hits
DNMT1 block: DNMT1 (human) enzyme inhibition; P26358; DNMT1 molecular beacon, Hinp1I cleavage, fluorescence; inhibition (reported as % activation of signal), % at 10 µM; hit rate 0.83% among 360,000; AID 588458; in the data active = inhibition above about 50%
Target sequence (P26358 504-1616 limits assumed): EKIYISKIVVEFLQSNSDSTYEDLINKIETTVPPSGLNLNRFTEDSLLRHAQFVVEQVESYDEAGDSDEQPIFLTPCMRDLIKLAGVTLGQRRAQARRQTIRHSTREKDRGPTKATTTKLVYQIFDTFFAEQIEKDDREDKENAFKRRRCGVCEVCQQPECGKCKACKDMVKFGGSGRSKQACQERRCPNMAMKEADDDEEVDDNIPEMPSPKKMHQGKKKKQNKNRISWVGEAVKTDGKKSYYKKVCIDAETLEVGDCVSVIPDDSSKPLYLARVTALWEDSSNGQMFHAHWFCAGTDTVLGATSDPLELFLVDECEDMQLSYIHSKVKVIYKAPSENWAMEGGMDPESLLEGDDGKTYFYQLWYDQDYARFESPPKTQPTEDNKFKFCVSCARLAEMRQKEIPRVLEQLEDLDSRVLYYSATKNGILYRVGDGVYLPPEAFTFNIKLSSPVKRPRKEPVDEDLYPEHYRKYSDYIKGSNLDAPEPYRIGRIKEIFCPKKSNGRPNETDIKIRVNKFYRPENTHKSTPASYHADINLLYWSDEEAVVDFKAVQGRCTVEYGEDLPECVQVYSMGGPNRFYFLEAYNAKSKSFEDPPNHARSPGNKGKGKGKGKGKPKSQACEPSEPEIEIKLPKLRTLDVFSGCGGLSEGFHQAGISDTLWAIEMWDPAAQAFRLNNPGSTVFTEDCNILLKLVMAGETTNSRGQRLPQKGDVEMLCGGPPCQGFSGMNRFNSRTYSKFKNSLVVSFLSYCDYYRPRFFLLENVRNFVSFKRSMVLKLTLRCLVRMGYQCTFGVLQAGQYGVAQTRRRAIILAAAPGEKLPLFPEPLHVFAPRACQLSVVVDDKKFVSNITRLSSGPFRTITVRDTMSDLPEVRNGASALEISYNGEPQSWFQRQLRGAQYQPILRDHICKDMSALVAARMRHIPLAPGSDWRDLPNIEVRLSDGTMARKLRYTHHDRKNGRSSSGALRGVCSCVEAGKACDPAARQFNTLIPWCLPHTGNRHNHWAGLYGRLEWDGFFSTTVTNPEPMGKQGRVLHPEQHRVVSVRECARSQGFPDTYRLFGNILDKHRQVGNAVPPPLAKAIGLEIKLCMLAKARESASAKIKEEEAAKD
Rpn11 inh: Rpn11 (human) deubiquitinase inhibition; AID 588493; human 26S proteasome, Ub4-pepOG fluorescence polarization; 20S core pre-blocked with epoxomicin; calls only at 20 µM; hit rate 0.59% among 360,000; O00487;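 active = inhibition at 20 µM, scaled to each plate's controls, above about 33%, limit read from the data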
Starred values were filed as active, the others as inactive; i = inactive; nt = not tested or not shown; + = active, no number.

SMILES | LMPTP inh | Scp1 inh | NRP1-CendR mod | STEP block | MT1-MMP act inh | SUMO1 PPI mod | NadD inh | SKN-1 block | DNMT1 block | Rpn11 inh
Cc1ccc(-c2c3c([nH]c(=S)c2C#N)CCCC3)o1 | 2.0 | 8 | -63 | 6 | 0 | 17 | 27 | 11 | 2 | i
O=C(N/N=C/c1cc(O)ccc1[N+](=O)[O-])c1ccc2c(c1)OCCO2 | -35 | 7 | -14 | 1 | 0 | -13 | -5 | 0 | 3 | i
COc1ccc(NC(=S)NC2CCS(=O)(=O)C2)cc1 (stereo not given) | -1.6 | -3 | 3 | 0 | -1 | -1 | 4 | -15 | 0 | i
O=C1CCCC(=O)N1c1ccc(NCCOCCO)c([N+](=O)[O-])c1 | 1.1 | -1 | 4 | 3 | 3 | -24 | 0 | -16 | -1 | i
CN(C)c1ccc(/C=N/NC(=O)CCC(=O)NCc2ccccc2)cc1 | 0.2 | -5 | -6 | -2 | 5 | -2 | -4 | 2 | 5 | i
O=C(NCCc1ccccc1)c1ccc2nc(N3CCOCC3)sc2c1 | -0.8 | -13 | 1 | 0 | 5 | 7 | -3 | 14 | 1 | i
CN(C)C=Nc1nonc1-c1ccc(Cl)cc1 | 0.1 | -15 | -2 | 2 | -2 | -2 | -3 | 8 | -2 | i
COCCN(C(=O)c1cc(-c2ccncc2)nc2ccccc12)c1c(N)n(CC(C)C)c(=O)[nH]c1=O | 0.2 | -1 | -14 | -2 | -1 | -10 | -4 | -4 | 2 | i
O=C(CN(Cc1ccc(F)cc1)C(=O)Cn1nnc2ccccc21)NCC1CCCO1 (stereo not given) | -0.9 | -6 | 15 | -1 | -2 | 6 | -3 | 8 | 0 | i
CC(=O)c1cccc(NS(=O)(=O)c2cc(OCC(N)=O)c(C)cc2Cl)c1 | -0.6 | -4 | 1 | 0 | 4 | 1 | 4 | -4 | 2 | i
O=C(NCC1COc2ccccc2O1)C1CCN(S(=O)(=O)c2ccc(Cl)cc2)CC1 (stereo not given) | 0.3 | -12 | 17 | -3 | 4 | 4 | -5 | 8 | -2 | i
COc1ccc(S(=O)(=O)N2CCCC(C(=O)NC3CCCCC3)C2)cc1 (stereo not given) | -0.9 | 0 | 4 | -5 | 1 | -4 | -2 | -6 | -5 | i
Cc1ccc(S(=O)(=O)/N=C2\C(=O)c3ccccc3C([O-])=C2n2cc[n+](CCC(C)C)c2)cc1 | 1.3 | -3 | 31* | 2 | -61 | -15 | 6 | 22 | -11 | i
COc1ncnc2c1ncn2CCCNCC(c1ccccc1)c1ccccc1 | -1.8 | nt | -4 | -7 | 3 | 1 | -6 | 27 | 5 | i
Oc1[nH]c(N=C2N=c3ccccc3=N2)c2ccccc12 | -0.7 | -9 | -31 | 0 | -4 | -20 | -5 | 22 | -1 | i
O=C1NN=C2CCCCCCCCCCC12 (stereo not given) | 2.6 | nt | -1 | -1 | -2 | 2 | -1 | 13 | -3 | i
COc1ccc(CCNC(=O)C2CC(c3ccccc3[N+](=O)[O-])=NO2)cc1 (stereo not given) | -0.7 | -9 | 12 | 3 | -3 | -17 | -3 | 6 | -2 | i
COc1ccc(C(=O)N(C)C(C)c2nccs2)cc1OC1CCN(C(C)=O)CC1 (stereo not given) | -0.9 | nt | 1 | -1 | -3 | 1 | -5 | 7 | 1 | i
CCc1ccccc1S(=O)(=O)Cc1ccc(C(=O)NCc2ccc3c(c2)OCO3)o1 | 1.2 | -12 | -12 | 0 | -1 | 1 | 1 | 11 | -1 | i
c1ccc(-c2nc(-c3cccnc3)cs2)cc1 | 2.0 | -8 | 8 | 2 | 0 | -19 | -8 | 22 | 0 | i
CN(C)S(=O)(=O)n1cc(/C=C(\NC(=O)c2ccccc2)C(=O)NCCCN2CCOCC2)c2ccccc21 | -2.3 | 3 | -5 | -3 | 1 | -7 | -10 | -3 | 2 | i
Cc1cc(C)c(S(=O)(=O)Nc2cccc(/C=C/C(=O)O)c2)c(C)c1 | -1.6 | 12 | 0 | -3 | 0 | -2 | 2 | 6 | 2 | i
COC(C[C@@H]1O[C@@H]1C(=O)[C@H](C)OCc1ccccc1)OC | -1.9 | -3 | 17 | -1 | 3 | 5 | -3 | 9 | 5 | i
COC(=O)C1CCN(C(=O)COC(=O)c2oc3ccccc3c2C)CC1 | -1.9 | -5 | -4 | -1 | 2 | 1 | -5 | -3 | 1 | i
CN(CC(=O)Nc1cccc(F)c1)CC(=O)N1CCc2ccccc21 | 0.1 | -8 | -6 | -1 | 2 | 5 | 11 | 2 | -4 | i
COc1cccc(CN2CC(C(=O)NCCOc3cccnc3)CCC2=O)c1 (stereo not given) | -1.5 | 6 | 9 | -2 | -2 | 8 | -1 | -10 | 0 | i
CCOC(=O)c1ccc(NC(=O)c2nc[nH]c2C(=O)NCCNC(=O)c2[nH]cnc2C(=O)Nc2ccc(C(=O)OCC)cc2)cc1 | -4.6 | -2 | -8 | 4 | -64 | -1 | 7 | -9 | 18 | i
O=C(Nc1ccc2nc(-c3cccnc3)[nH]c2c1)c1ccco1 | 2.6 | -7 | -8 | 0 | 5 | 13 | 0 | -9 | 2 | i
NS(=O)(=O)c1cc(C(=O)NC2CCSc3ccccc32)ccc1Cl (stereo not given) | 71* | 94* | -134 | 100* | 0 | 121* | 19 | 5 | 84* | +
c1coc(CNCc2cccs2)c1 | -1.8 | -7 | 14 | -2 | 1 | -4 | -3 | 23 | 1 | i
C/C(=N\NC(=O)Cn1ccc(C(F)(F)F)n1)c1ccco1 | -0.5 | -5 | 12 | 0 | 6 | -2 | -3 | 15 | 1 | i
[O-]c1c[n+](-c2ccccc2)no1 | 1.1 | -8 | 0 | -4 | -3 | -1 | -3 | -1 | -4 | i
C#CC(CC)(CC)NC(=O)/C=C/C(=O)O | 2.5 | 7 | -8 | -2 | 5 | -1 | 0 | -15 | -1 | i
CC(=O)Nc1ccc(S(=O)(=O)N2CCC(N3CCCCCC3)CC2)cc1 | 0.5 | -11 | -7 | 0 | 1 | 6 | -5 | 4 | -2 | i
CN(C(=O)COC(=O)CCC(=O)c1ccc(Cl)cc1)c1c(N)n(Cc2ccccc2)c(=O)[nH]c1=O | -0.1 | 13 | -1 | -2 | 1 | 6 | 3 | -4 | -1 | i
COc1ccc(S(=O)(=O)N2CCN(CCCOc3ccc(F)cc3)CC2)cc1OC | 0.3 | -1 | 7 | 1 | 1 | -3 | -5 | -1 | 0 | i
COc1ccc(C(O)(CC(C)C)C(CN2CCOCC2)c2ccccc2)cc1 (stereo not given) | -1.7 | 1 | 0 | 2 | -12 | 3 | -8 | -1 | 2 | i
Cc1ccc(C(=O)Nc2ccc3c(c2)C(=O)NC3=O)cc1 | -3.4 | -7 | 0 | -2 | 2 | -5 | -6 | -9 | 14 | i
N#Cc1ccc(CSc2ccc(S(=O)(=O)N3CCCC3)cn2)cc1 | 1.5 | -7 | -6 | -1 | -8 | -2 | -8 | 1 | -3 | i
COc1ccc(NC(=O)CSc2nnc3ccc(-c4cccnc4)nn23)cc1OC | -0.4 | -7 | -8 | 2 | 0 | -16 | 0 | 3 | -1 | i
N/C(=N\OC(=O)CC1CCCCC1)c1ccc(Br)cc1 | 0.4 | -7 | 14 | 0 | 2 | 1 | 0 | 6 | 2 | i
Cc1c(C)n(O)c2ccc3nonc3c12 | -1.1 | 3 | -11 | 3 | -13 | -14 | -3 | 7 | -39 | i
CCOC(=O)C1CCCN(C(=O)c2ccncc2)CC1 (stereo not given) | -1.0 | nt | -6 | -2 | -4 | 0 | 0 | -3 | 1 | i
Cc1cccc(Nc2nc(NCC3CCCO3)nc(N)c2[N+](=O)[O-])c1 (stereo not given) | 2.9 | -9 | 6 | -1 | -3 | 14 | 3 | 14 | -4 | i
C=CCNc1nnc(SCC(=O)Nc2ccccc2OC)c2ccccc12 | 0.3 | -4 | -13 | 3 | 1 | -5 | -4 | 6 | 1 | i
Cc1ccc(CC(=O)Nc2ccc(OC(F)F)c(Cl)c2)cc1C | 0.6 | -1 | 6 | -1 | 0 | 1 | -4 | -7 | -3 | i

5 compounds picked at random from the list so far:
SMILES | LMPTP inh | Scp1 inh | NRP1-CendR mod | STEP block | MT1-MMP act inh | SUMO1 PPI mod | NadD inh | SKN-1 block | DNMT1 block | Rpn11 inh
COc1ccc(NC(=S)NC2CCS(=O)(=O)C2)cc1 (stereo not given) | -1.6 | -3 | 3 | 0 | -1 | -1 | 4 | -15 | 0 | i
COc1ccc(S(=O)(=O)N2CCN(CCCOc3ccc(F)cc3)CC2)cc1OC | 0.3 | -1 | 7 | 1 | 1 | -3 | -5 | -1 | 0 | i
C/C(=N\NC(=O)Cn1ccc(C(F)(F)F)n1)c1ccco1 | -0.5 | -5 | 12 | 0 | 6 | -2 | -3 | 15 | 1 | i
COc1ccc(C(O)(CC(C)C)C(CN2CCOCC2)c2ccccc2)cc1 (stereo not given) | -1.7 | 1 | 0 | 2 | -12 | 3 | -8 | -1 | 2 | i
Cc1ccc(-c2c3c([nH]c(=S)c2C#N)CCCC3)o1 | 2.0 | 8 | -63 | 6 | 0 | 17 | 27 | 11 | 2 | i

Compound profiles, from the list above:
Cc1ccc(CC(=O)Nc2ccc(OC(F)F)c(Cl)c2)cc1C as listed: LMPTP inh: 0.6; Scp1 inh: -1; NRP1-CendR mod: 6; STEP block: -1; MT1-MMP act inh: 0; SUMO1 PPI mod: 1; NadD inh: -4; SKN-1 block: -7; DNMT1 block: -3; Rpn11 inh: i
COc1ccc(C(O)(CC(C)C)C(CN2CCOCC2)c2ccccc2)cc1 (stereo not given) as listed: LMPTP inh: -1.7; Scp1 inh: 1; NRP1-CendR mod: 0; STEP block: 2; MT1-MMP act inh: -12; SUMO1 PPI mod: 3; NadD inh: -8; SKN-1 block: -1; DNMT1 block: 2; Rpn11 inh: i
N/C(=N\OC(=O)CC1CCCCC1)c1ccc(Br)cc1 as listed: LMPTP inh: 0.4; Scp1 inh: -7; NRP1-CendR mod: 14; STEP block: 0; MT1-MMP act inh: 2; SUMO1 PPI mod: 1; NadD inh: 0; SKN-1 block: 6; DNMT1 block: 2; Rpn11 inh: i
